# P. falciparum M1AAP = P. falciparum M1AAP inhibitors, biochemical, fluorogenic H-Leu-NHMec substrate, 1536-well (AID 1445) | 220,000 tested, 0.42% active | recombinant M1AAP, H-Leu-NHMec fluorogenic kinetic assay; higher % means a stronger effect | one-dose inhibition, % at 30 µM; IC50 in µM for titrated hits;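 active means primary inhibition above the hit cutoff, then over 50% inhibition at one or more dose response concentrations, cut at about 23% in these data, passing the limit was not always enough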;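 further: plate controls were DMSO full reaction for no effect and no enzyme background for full effect; strong numbers were not always called active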
# Dynein transport = blocks dynein driven cargo transport along microtubules; 3617.4 mouse cells, GR-EGFP nuclear translocation imaging; test concentration mostly 20 µM; stimulated with dexamethasone, 1 µM; stronger effect = lower value; z-score, hits read low; 220,000 tested, 0.47% active; AID 1381;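 active means plate z-score of nuclear minus cytoplasmic receptor signal below a set negative limit, without overly bright fluorescence or cell loss, cut at about -3.5 in these data, passing the limit was not always enough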;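 further: z-score of nuclear minus cytoplasmic ring GR-EGFP intensity difference per well; some compounds called inactive have numbers as strong as hits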
#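 Schedule: 48 h induction, then 1 h compound, then 30 min agonist, 37 °C. Buffer or medium: tetracycline-free induction medium containing charcoal-stripped FBS. Reagent: 1.0 µM final dexamethasone stimulus. Evaluation: nuclear versus cytoplasmic GR-EGFP signal, averaged per well. Signal: high-content fluorescence imaging after fixation.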
# Yfh1-depleted yeast = enhancers of respiration in Yfh1-depleted yeast, dose response, Friedreich's ataxia, plus single-dose screen (AID 1465); S. cerevisiae Yfh1-off respiration, WST-1 reduction, 72 h; higher fold induction means a stronger effect; 220,000 tested, 0.074% active; fold induction at 50 µM; hits with a dose series show EC50 in µM;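 active means fold induction of absorbance versus untreated yeast above a set limit, then at least 30% activation at any dose in follow-up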;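 further: activators that raise dye reduction in frataxin-depleted yeast; strong numbers were not always called active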
# Autophagy mod = modulators of autophagy; MEF GFP-LC3 puncta imaging; test concentration mostly 10 µM; calls only at 10 µM (by protocol); 190,000 tested, 0.98% active; AID 463193;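 active means percentage of spot-positive cells more than 3 SD above its plate mean, without a fluorescence outlier flag or 80% toxicity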;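 further: spot-positive cell cutoff set from DMSO-treated cells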
# bCat nuc transl = alters nuclear translocation of beta-catenin in HeLa cells; immunofluorescence imaging; nuclear translocation activity, % at 5 µM; 190,000 tested, 0.3% active;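 active means nuclear translocation activity above 50% at 5 µM, with a well cell count of 50 or more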;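 further: per-cell ratio of nuclear to cytoplasmic median beta-catenin stain intensity; plate controls were DMSO negative control for no effect and GSK-3 inhibitor IX positive control for full effect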
#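 Test system: human HeLa cells, endogenous beta-catenin. Times: 24 h compound exposure, 37°C. Measured by: beta-catenin immunofluorescence imaging with DAPI.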
# T cell HTS = modulates CD8 T cell binding to vesicles | 2C CD8+ T cell-vesicle binding, flow cytometry; stronger effect = lower value | calls only at 7 µM | 330,000 tested, 0.068% active;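 active means response, share of CD8 T cells binding vesicles, and their 90th percentile fluorescence all below set limits, cut at about 80% in these data, passing the limit was not always enough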
#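 incubation = binding step 1.5 h, 37 °C, antibody labelling 20 min, ice | test system = 2C mouse CD8+ T cells | read-out basis = percent CD8+ FL2 mean versus row control | controls = Peptide-free naked vesicles (low) and QL9 vesicles with 0.7% DMSO vehicle (high) | detection = flow cytometry of vesicle-bound cells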
# P. falciparum M17LAP = P. falciparum M17LAP inhibitors, primary screen, biochemical, fluorogenic H-Leu-NHMec substrate, 1536-well (AID 1619); inhibition, % at 30 µM; hits with a dose series show IC50 in µM; 220,000 tested, 0.38% active; recombinant M17LAP, H-Leu-NHMec fluorogenic kinetic assay; higher % means a stronger effect;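 active means compound inhibiting the enzyme by more than half at any dose during confirmatory dose-response retesting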;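 further: plate controls were full reaction with DMSO carrier for no effect and no enzyme background for full effect; strong numbers were not always called active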
# MT stabilize HCS = stabilizes microtubules in HeLa cells; AID 2205; % tubulin-high responders, % at 10 µM; 200,000 tested, 0.83% active; HeLa tubulin immunostaining HCS, 24 h; share of cells brighter than vehicle mean+2SD;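 active means plate Z-score above 3 for both tubulin-high and condensed-nucleus cell shares, with cell loss under 80%, at 10 µM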;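 further: anti alpha tubulin signal scored within the nucleus-defined area of each cell; some results filed as inactive read as strong as hits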
# WT yeast gro inh = growth inhibition of WT yeast, mitochondrial fusion screen; mitochondrial fusion phenotypic screen, WT strain; inhibition, % at 10 µM; 190,000 tested, 2.1% active; in the data active means inhibition above about 58%; tested in S. cerevisiae
# WT yeast gro inh mutant strain = further read-out of WT yeast gro inh, marked with its call; inhibition, %; mitochondrial fusion phenotypic screen, mutant strain inhibition
# Dynein transport cytoplasmic EGFP = further read-out of Dynein transport, marked with its call; z-score; measured here: cytoplasmic GR-EGFP intensity; stronger effect = higher value
# Dynein transport nuclear GR-EGFP = second read-out of Dynein transport, no call of its own (marks repeat the call); z-score; measured here: nuclear GR-EGFP intensity;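 lower value marks the stronger effect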
# Dynein transport cell count = second read-out of Dynein transport, no call of its own (marks repeat the call); z-score; measured here: cell count per field
# bCat nuc transl cell count 5 µM = second read-out of bCat nuc transl, no call of its own (marks repeat the call); cell count; measured here: cell count, cytotoxicity flag
# T cell HTS vesicle-bound % = second read-out of T cell HTS, no call of its own (marks repeat the call); double positive events, %; measured here: CD8+ vesicle-bound cell fraction;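 binding gate set so that unloaded-vesicle control wells show 10% double positive cells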
# MT stabilize HCS Hoechst-high % = also measured in MT stabilize HCS; calls as there; % Hoechst-high responders; measured here: nuclear condensation Hoechst responders;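 share of cells brighter than vehicle mean plus two SD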
# MT stabilize HCS cytotoxicity % = second read-out of MT stabilize HCS, no call of its own (marks repeat the call); toxicity, %; measured here: cytotoxicity by cell density;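 0% = mean cell density of plate MIN control wells and 100% = no cells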
# Autophagy mod cell loss 18 h = recorded beside Autophagy mod, whose call it bears; toxicity, %; measured here: cell loss, nuclei count;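 cell loss after 18 h compound exposure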
# Active calls of the source: *; i = inactive; x = not tested or not shown.
SMILES,P. falciparum M1AAP,Dynein transport,Dynein transport cytoplasmic EGFP,Dynein transport nuclear GR-EGFP,Dynein transport cell count,Yfh1-depleted yeast,Autophagy mod,Autophagy mod cell loss 18 h,bCat nuc transl,bCat nuc transl cell count 5 µM,T cell HTS,T cell HTS vesicle-bound %,P. falciparum M17LAP,MT stabilize HCS,MT stabilize HCS Hoechst-high %,MT stabilize HCS cytotoxicity %,WT yeast gro inh,WT yeast gro inh mutant strain
CC(NC(=O)COC(=O)c1cn(-c2ccccc2)nc1-c1cccs1)c1ccccc1 (stereo unspecified),-1.3%,-0.269,-0.0571,0.106,0.56,i,i,-9.4,-1.3,1195,i,29.2,9.6%,1.9,1.7,8.1,25.2,16.7
COCCn1c(C)cc(C(=O)COC(=O)c2n[nH]c3ccccc23)c1C,5.9%,0.623,-0.134,0.772,0.779,i,i,2.8,1.5,1013,i,53.3,5.1%,3.0,2.6,13.7,-2.2,5.5
c1ccc(Oc2c3ccccc3nc3ccccc23)cc1,-8.4%,-0.494,-0.042,0.267,-0.957,i,x,x,0.6,1260,i,12.6,-4.1%,x,x,x,x,x
COc1ccc(OCC(=O)Nc2ccc(N3CCN(C(=O)c4ccco4)CC3)cc2)cc1,-0.8%,0.503,-0.281,0.285,0.343,i,i,-0.2,0.3,1020,i,25.4,1.9%,3.2,1.6,3.3,10.6,-4.1
COc1ccc(OC)c(C(O)c2coc3ccc(O)c(CN4CCOCC4)c23)c1 (stereo unspecified),-4.7%,0.599,-0.205,1.16,-0.129,i,i,5.9,3.4,1209,i,16.4,1.5%,1.6,0.9,6.8,7.5,3.4
Cc1ccccc1S(=O)(=O)NC1=NCCCCC1,4.2%,0.0858,0.15,0.0115,0.255,i,i,2.0,0.2,984,i,51.9,0.9%,14.5*,25.8*,38.3*,-14.9,0.6
CCCNC(=O)COC(=O)c1[nH]c(C)c(C(=O)OCC)c1C,9.6%,-0.692,-0.233,-0.544,0.512,i,i,-1.5,x,x,i,13.1,7.1%,3.2,2.5,8.0,-13.5,-32.2
CCNc1nc(NCC)nc(OCC(=O)O)n1,-4.9%,-0.659,-0.249,0.0327,1.1,i,x,x,-0.4,1282,i,23.0,-8.3%,x,x,x,x,x
CC(C)Cn1c2nc3ccccc3nc2c2c(=O)n(CCN3CCOCC3)cnc21,13.0%,-0.472,-0.199,-0.143,0.458,i,i,72.1,-5.4,1174,i,38.8,-91.3%,1.3,0.9,8.1,6.2,2.3
Cc1ccc(-c2nnn(CC(=O)Nc3ccccc3N3CCOCC3)n2)cc1,-6.2%,0.0268,-0.226,-0.00485,0.368,i,i,-5.8,-7.5,957,i,69.8,3.4%,1.8,1.8,7.9,x,x
N#Cc1cc2c([nH]c1=S)CCCCCC2,0.4%,-0.37,-0.218,-0.0123,0.465,i,i,-21.6,-1.6,1434,i,47.8,4.4%,3.1,3.3,2.1,2.7,-0.6
C[N+]1(CCNC(=O)/C=N/O)CCCCC1,9.3%,0.372,-0.056,0.24,0.562,i,i,15.0,0.1,1447,i,0.0,6.7%,2.3,5.4,5.5,-11.8,-13.8
O=C(c1nc2ccccn2c1CNCCCn1ncc2ccccc21)N1CCCC1,-4.7%,0.522,-0.257,0.0514,-0.2,i,i,20.7,-1.1,973,i,24.0,2.6%,4.9,2.3,0.9,6.2,2.7
O=C(Nc1ncc(Cl)cc1Cl)c1c(F)cccc1Cl,7.4%,1.92,-0.228,1.15,-1.84,i,i,-12.2,-2.0,1108,i,31.3,-3.0%,3.4,3.1,9.7,-22.1,3.8
COC(=O)c1[nH]c2ccc(F)cc2c1NS(=O)(=O)c1ccc(OC)cc1,2.9%,-0.988,-0.221,0.0486,0.488,i,i,45.8,40.3,106,i,8.3,5.4%,23.1*,22.2*,68.9*,-1.9,-21.0
CCOC(=O)C(NC(=O)Nc1ccccc1)(OCC)C(F)(F)F (stereo unspecified),4.3%,0.221,-0.259,0.17,0.456,i,i,-3.7,x,x,i,43.3,-1.9%,3.0,3.0,4.7,-1.6,4.6
COC(=O)Nc1nc2ccc(Sc3ccccc3)cc2[nH]1,9.1%,0.09,-0.0334,0.531,0.199,i,i,40.5,x,x,i,16.5,6.2%,9.8,62.8,28.4,-5.8,-9.9
COc1cc(/C=C2\SC(=S)NC2=O)ccc1OS(=O)(=O)c1ccccc1,38.6µM*,-0.228,-0.261,-0.574,0.382,i,i,7.3,-2.5,514,i,49.1,20.7%,1.7,1.7,1.8,79.2*,44.6*
CCN1CCN(c2nc3c(c(=O)[nH]c(=O)n3C)n2CCCSc2ncccn2)CC1,-2.5%,-0.148,0.794,0.151,0.3,i,i,2.8,-0.9,1317,i,54.9,2.3%,1.4,1.8,9.7,23.2,17.0
Clc1cccc(Nc2nc(-c3ccncc3)nc3ccccc23)c1,7.2%,-0.674,-0.268,-0.266,0.649,i,x,x,-1.7,1404,i,20.1,9.7%,x,x,x,x,x
CCOC(=O)c1cc(C#N)c(SCC(=O)c2cc(C#N)c(SC)nc2C)[nH]c1=O,19.9%,-1.21,-0.129,-0.307,0.383,i,i,6.6,-1.0,969,i,13.2,-22.5%,4.2,3.0,7.8,-12.7,-8.2
O=C(c1cc(COc2ccc(F)cc2Cl)on1)N1CCc2ccccc2C1,-5.4%,-0.293,-0.237,-0.238,0.414,i,i,8.8,1.4,955,i,24.3,-1.1%,5.0,2.4,3.4,4.8,12.0
CCOC(=O)c1[nH]c(C)c(CN(CCc2ccccc2)C(=O)CCC(=O)O)c1C,14.6%,-0.616,-0.213,-0.271,0.678,x,i,-26.6,x,x,i,48.0,15.4%,1.2,1.2,4.1,-11.2,-18.6
COc1cccc(C2CC(c3ccccc3)=NN2S(=O)(=O)c2ccccc2)c1OC (stereo unspecified),-1.1%,0.102,-0.244,0.348,-0.312,i,i,-29.5,-0.2,910,i,57.1,-1.1%,3.1,2.3,5.1,54.8,3.6
COc1ccc(-c2nc(CSCC(=O)N3CCC(C(N)=O)CC3)c(C)o2)cc1OC,-4.7%,0.344,-0.111,0.556,-0.692,i,x,x,-1.0,1106,i,51.4,10.9%,1.9,2.6,7.0,16.7,5.9
CCOC(=O)CNc1ncnc2nc[nH]c12,3.2%,1.22,-0.121,0.935,-0.7,i,i,10.5,-4.4,1161,i,51.9,11.4%,2.1,2.2,11.5,-3.5,-3.2
CCOC(=O)C(=CNc1cc(C)nn1-c1ccc(Cl)cc1)C(=O)OCC,-7.4%,0.534,-0.254,-0.00315,-0.0825,i,i,2.2,-16.7,1200,i,32.7,-6.2%,1.2,1.6,10.3,5.7,-13.6
Nc1nc2nc(-c3ccc(F)cc3)cc(C(F)(F)F)n2n1,10.8%,0.379,-0.209,0.237,-0.0538,i,i,-15.2,-0.1,899,i,48.3,-87.3%,2.5,1.5,1.7,14.8,11.0
O=C(C1CCCN(S(=O)(=O)c2cccc3nsnc23)C1)N1CC=C(c2ccccc2)CC1 (stereo unspecified),10.3%,-0.302,-0.164,0.00778,-0.512,i,i,43.3,1.9,1292,i,57.4,11.7%,1.7,2.6,10.2,-10.3,-4.6
Cc1nnc(SCC(=O)c2cc(C)n(-c3c(C)n(C)n(-c4ccccc4)c3=O)c2C)s1,6.2%,0.342,-0.226,0.62,0.0572,i,i,21.6,-6.0,1012,i,21.2,8.1%,3.4,2.4,6.6,-12.2,-1.0

# Five entries out of the list, sorted by number of heavy atoms, rising.
SMILES,P. falciparum M1AAP,Dynein transport,Dynein transport cytoplasmic EGFP,Dynein transport nuclear GR-EGFP,Dynein transport cell count,Yfh1-depleted yeast,Autophagy mod,Autophagy mod cell loss 18 h,bCat nuc transl,bCat nuc transl cell count 5 µM,T cell HTS,T cell HTS vesicle-bound %,P. falciparum M17LAP,MT stabilize HCS,MT stabilize HCS Hoechst-high %,MT stabilize HCS cytotoxicity %,WT yeast gro inh,WT yeast gro inh mutant strain
Cc1ccccc1S(=O)(=O)NC1=NCCCCC1,4.2%,0.0858,0.15,0.0115,0.255,i,i,2.0,0.2,984,i,51.9,0.9%,14.5*,25.8*,38.3*,-14.9,0.6
CCCNC(=O)COC(=O)c1[nH]c(C)c(C(=O)OCC)c1C,9.6%,-0.692,-0.233,-0.544,0.512,i,i,-1.5,x,x,i,13.1,7.1%,3.2,2.5,8.0,-13.5,-32.2
COC(=O)c1[nH]c2ccc(F)cc2c1NS(=O)(=O)c1ccc(OC)cc1,2.9%,-0.988,-0.221,0.0486,0.488,i,i,45.8,40.3,106,i,8.3,5.4%,23.1*,22.2*,68.9*,-1.9,-21.0
COc1ccc(OC)c(C(O)c2coc3ccc(O)c(CN4CCOCC4)c23)c1 (stereo unspecified),-4.7%,0.599,-0.205,1.16,-0.129,i,i,5.9,3.4,1209,i,16.4,1.5%,1.6,0.9,6.8,7.5,3.4
O=C(c1nc2ccccn2c1CNCCCn1ncc2ccccc21)N1CCCC1,-4.7%,0.522,-0.257,0.0514,-0.2,i,i,20.7,-1.1,973,i,24.0,2.6%,4.9,2.3,0.9,6.2,2.7
